Source: PubChem
Tau fibril ThT = inhibitors of human tau fibril formation, thioflavin T binding; P10636; recombinant tau K18 P301L (four-repeat tau fragment), heparin-induced fibrillization, ThT fluorescence; Potency, µM (doses to about 57.4 µM), for inactives: top-dose activity, negative = inhibition, most hits filed as inhibitors; 270,000 tested, 2.1% active; further: on the % scale 0 is the no-effect control and ±100 the full control effect; nearly all actives have a fitted effect of over 55% in size
Target sequence (P10636 561-689 P618L limits assumed): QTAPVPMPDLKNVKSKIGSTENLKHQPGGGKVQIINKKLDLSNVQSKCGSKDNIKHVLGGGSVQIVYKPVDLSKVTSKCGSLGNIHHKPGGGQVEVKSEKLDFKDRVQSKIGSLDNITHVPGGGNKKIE
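Recombinant human tau K18 fragment […] carrying P301L, 15 uM unlabeled plus 0.24 uM Alexa 594-labeled, was fibrillized with 20 uM heparin in 100 mM sodium acetate pH 7 for 6 hr at 37 C; 30 uM ThT fluorescence read after 1 hr.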
L3MBTL1 inh = inhibitors of human L3MBTL1; Potency, µM (titrated, usually from 57.1 µM), inactives show top-dose activity, negative = inhibition, most hits filed as inhibitors; AlphaScreen L3MBTL1–H3K9me1 peptide binding; 230,000 tested, 0.66% active; further: on the % scale 0 is the no-effect control and ±100 the full control effect; nearly all actives have a fitted effect of over 60% in size
Target sequence (Q9Y468 whole entry, looked up): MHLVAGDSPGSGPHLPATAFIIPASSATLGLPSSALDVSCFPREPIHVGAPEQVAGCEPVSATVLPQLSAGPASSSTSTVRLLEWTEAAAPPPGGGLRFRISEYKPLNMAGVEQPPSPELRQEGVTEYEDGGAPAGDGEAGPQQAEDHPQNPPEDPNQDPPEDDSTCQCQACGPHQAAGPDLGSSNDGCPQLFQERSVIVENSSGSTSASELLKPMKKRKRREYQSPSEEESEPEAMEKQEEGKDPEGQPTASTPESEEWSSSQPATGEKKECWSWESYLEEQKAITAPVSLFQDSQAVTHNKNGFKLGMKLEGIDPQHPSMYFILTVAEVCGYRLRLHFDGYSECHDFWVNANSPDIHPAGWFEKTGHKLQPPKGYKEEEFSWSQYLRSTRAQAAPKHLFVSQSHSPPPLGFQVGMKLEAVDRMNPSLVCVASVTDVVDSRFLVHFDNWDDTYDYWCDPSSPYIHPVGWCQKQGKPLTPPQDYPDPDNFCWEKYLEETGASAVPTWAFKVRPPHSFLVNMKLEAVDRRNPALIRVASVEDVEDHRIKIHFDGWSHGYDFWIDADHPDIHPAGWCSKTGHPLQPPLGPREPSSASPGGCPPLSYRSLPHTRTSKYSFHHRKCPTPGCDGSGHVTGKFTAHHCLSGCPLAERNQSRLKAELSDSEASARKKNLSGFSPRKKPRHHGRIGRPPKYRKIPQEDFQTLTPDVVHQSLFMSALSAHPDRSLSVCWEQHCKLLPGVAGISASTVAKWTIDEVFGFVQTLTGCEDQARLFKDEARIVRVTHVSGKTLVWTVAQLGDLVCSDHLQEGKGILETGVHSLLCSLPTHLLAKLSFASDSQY
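L3MBTL1 (50 nM) pre-complexed 30 min with biotinylated H3(1-15)K9me1 peptide (75 nM), then compounds added for 30 min at room temperature; AlphaScreen streptavidin donor/nickel chelate acceptor beads (10 ug/mL final) read after 30 min dark incubation.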
KDM4E inh = JMJD2E (human) inhibition. B2RXH2. JMJD2E catalytic domain, FDH-coupled NADH fluorescence (FDH is formaldehyde dehydrogenase). Potency, µM (titrated, usually from 57.1 µM), for inactives: at the top dose activity change, negative = inhibition, actives largely listed as inhibitors. 230,000 tested, 1.6% active. AID 2147; active means well fitted inhibition curve with a large enough effect, not every such curve was filed as active; inconclusive means small, poorly fitted or top-dose-only effect, or another doubt; inactive means no such curve, though single readings can be large or run the other way;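 further: 0% = wells with enzyme and -100% = buffer wells without enzyme; nearly all actives have a fitted effect of over 50% in size; many of its hits are not listed in these tables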
ALDH1A1 inh = ALDH1A1 (human) enzyme inhibition | P00352 | Purified ALDH1A1, NADH fluorescence, propionaldehyde substrate | Potency, µM (series often up to 75.3 µM), without a hit: at the highest dose activity, negative = inhibition, hits mostly inhibitors | 220,000 tested, 7.3% active; active means well fitted inhibition curve with a large enough effect, not every such curve was filed as active; inconclusive means small, poorly fitted or top-dose-only effect, or another doubt; inactive means no such curve, though single readings can be large or run the other way;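 further: plate controls were no enzyme wells and a reference inhibitor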
KinaseGlo FLuc = counter-screen: inhibitors of Kinase-Glo firefly luciferase | Kinase-Glo luciferase, ATP luminescence, 8 min | Q27757 | 200,000 tested, 0.28% active | Potency, µM (highest dose often 38.3 µM), for the others: top-dose activity change, negative = inhibition, usual class: inhibitors | AID 1379; further: on the % scale 0 is the no-effect control and ±100 the full control effect; nearly all actives have a fitted effect of over 60% in size
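Luminescence was the read-out, taken after 8-minute incubation at ambient temperature. Luciferase turned over luciferin with 10 uM ATP in imidazole pH 7.2 buffer containing KCl, MgCl2, Tween 20 and BSA.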
Lamin A splicing = LMNA splicing modulation; HeLa LMNA splicing GFP/RFP minigene ratio, 48 h; Potency, µM (doses to about 46.1 µM), for inactives: at the highest dose ratio change, negative = inhibition, most hits filed as inhibitors; 200,000 tested, 0.01% active; AID 1487; active means well fitted inhibition curve with a large enough effect in the signal ratio, with a control signal flat, not every such curve was filed as active; inconclusive means small, poorly fitted or top-dose-only effect, or effect the other way, or a change in a side signal; the % refers to the signal ratio; further: on the % scale 0 is the no-effect control and ±100 the full control effect
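S3 HeLa stable clones carrying a lamin A-EGFP splicing minigene plus DsRed2 were seeded at 600 cells/well in Opti-MEM with 2% FBS, pin-dosed and incubated 48 h at 37°C. Acumen cytometry (488 nm) gave the GFP/RFP total-intensity ratio.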
SMN2 splice up = increases expression of the SMN2 splice variant; 210,000 tested, 2.8% active; AID 1458; HEK293 SMN2-luciferase splicing reporter, luminescence, 30-36 h; Potency, µM (series often up to 46.1 µM), inactives show at the top dose activity change, positive = activation, usual class: activators; further: % of control where 0% means no effect; nearly all actives have a fitted effect of over 55% in size
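HEK293 cells carry an SMN2 minigene-luciferase reporter in which exon 7 inclusion puts luciferase in frame. Cells were seeded at 2000 cells/well, attached for 10-12 hours, then exposed to compounds for 30-36 hours at 37C before ONE-Glo luminescence.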
RECQ1 inh = blocks DNA unwinding by human RECQ1; RECQ1 DNA unwinding, red fluorescence kinetic read; Potency, µM (series often up to 57.3 µM), for inactives: at the highest dose activity, negative = inhibition, most hits filed as inhibitors; 240,000 tested, 0.54% active; AID 2549;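 further: plate controls were vehicle for no effect and no enzyme for full effect; nearly all actives have a fitted effect of over 30% in size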
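50 nM RECQ1T1 preincubated 15 min with compound in Tris pH 8.0 buffer with MgCl2, DTT, Tween-20 and 2.5 ug/ml poly(dI-dC); started with 200 nM TAMRA/BHQ-2 forked duplex and 2 mM ATP. Unwinding read as fluorescence (525/598 nm), two reads 2 h apart.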
Active calls of the source: *; i = inactive; u = inconclusive; x = no result given; [ ] = dose if it differs, or a comment. Unless noted, the call rests on the fitted dose curve; in most records, active means well fitted curve in the direction sought with a large enough effect; inconclusive means small, poorly fitted or top-dose-only effect, or another doubt; inactive means no such curve, though single readings can be large; an effect the other way counts as inactive or inconclusive. Potency means the concentration at half of the fitted maximal effect. The list is partial, so the mix of outcomes need not match the whole.

SMILES,Tau fibril ThT,L3MBTL1 inh,KDM4E inh,ALDH1A1 inh,KinaseGlo FLuc,Lamin A splicing,SMN2 splice up,RECQ1 inh
CCc1ccc(-c2cc(C(F)(F)F)n3nc(C(=O)Nc4c(C)nn(Cc5ccc(F)cc5)c4C)cc3n2)s1,u,3%,3%,u,-4%,u,-23%,3%
COc1ccc(C2NC(=S)NC3=C2CCCC3=C2SCCS2)cc1 (stereo unspecified),u,-3%,-8%,u,2%,-9%[9.22 µM],-7%,-4%
Cc1nc2ccccc2c2c1C(=O)N(Cc1cccnc1)C2=O,-3%,x,8%,15%,-3%,-6%,-10%,-10%
COc1cc(/C=C/C(=O)Nc2nnc(CC(C)(C)C)s2)cc(OC)c1OC,-3%,6%,u,u,2%,-10%,4%,-6%
CC(=O)Nc1ccccc1C(=O)C(=O)Nc1cccc(C(=O)NCC2CCCO2)c1 (stereo unspecified),0%,u,-17%,1%,0%,u,5%,-9%
COc1ccc(/C=N/NC(=O)Cc2ccc(Cl)cc2)cc1OC,-6%,x,-4%,0%,1%,x,-3%,9%
Cc1ccc2c(c1)C1CN(C)CCC1N2S(=O)(=O)c1ccc(Oc2ccc([N+](=O)[O-])cc2)cc1 (stereo unspecified),u,-29%,-11%,-12%,x,u,x,-26%
CCn1cc(C(C)(C)C)c(C#N)c1NC(C)=O,1%,0%,0%,4%,0%,-6%,-7%,-5%
N#C/C(=N\Nc1cccc(C(F)(F)F)c1)C(=O)c1ccsc1,14µM*,-13%,-6%,-7%,x,x,x,-1%
CCOc1cc(CNc2ncnc3nc[nH]c23)ccc1OC,-16%,4%,7%,12%,3%,u,-69%[inhibitor],i
C=CCn1c(N)c(C(=O)Nc2ccccc2OC)sc1=S,-7%,-22%,3%,22µM*,x,-4%,x,-7%
CCNC(=O)C/C(C)=N/NC(=O)C1CCCCC1,-2%,2%,5%,3%,-1%,-11%,9%,-3%
O=C(Oc1ccccc1)N1CCC2(CC1)CCN(c1ccccn1)CC2,x,x,x,u,0%,x,-64%[inhibitor],-7%
Cc1nn(CCC(=O)O)c(C)c1C,-10%,x,-5%,5%,-4%,1%,12%,-1%
CCN(Cc1ccccc1)C(=O)CC1Oc2ccccc2NC1=O (stereo unspecified),-9%,x,-4%,u,-1%,1%,-1%,-7%
CCC(=O)N1c2ccccc2NC2=C(C(=O)CC(C)(C)C2)C1c1cccnc1 (stereo unspecified),-4%,7%,u,6%,2%,x,x,2%
COc1cccc(NC(=O)CSc2nnc(-c3cc(C)n(-c4ccccc4)c3C)o2)c1,u,-11%,6%,-6%,-2%,-4%,-42%[inhibitor],-20%
O=S(=O)(CCc1ccccc1)/N=C/c1cccs1,-4%,5%,-25%,u,3%,-4%,-16%,i
O=C1c2cccc3cccc(c23)C(=O)N1c1cccnc1,-7%,0%,-9%,3%,x,14%,x,1%
Cc1ccc(S(=O)(=O)N2CCCC2C(=O)N(C)Cc2cccs2)cc1 (stereo unspecified),4%,-34%,2%,u,-3%,u,0%,-10%
Cc1c(NC(=O)COC(=O)c2ccc[nH]c2=O)c(=O)n(-c2ccccc2)n1C,0%,17%,u,-5%,1%,-1%,-9%,-9%
C(=C\CSc1nnnn1-c1ccccc1)/CSc1nnnn1-c1ccccc1,-3%,14%,1%,0.1µM*,0%,u,-37%[inhibitor],-11%
CN(C)S(=O)(=O)N(CC(=O)N(Cc1ccccc1)Cc1ccccc1)c1ccccc1,-20%,x,-5%,-8%,-3%,-11%,8%,-15%
COc1ccc(/C=N/NC(=O)CCC(=O)Nc2ccccc2)cc1OC,-11%,10%,-2%,12%,-1%,-16%,10%,16%
CC(=O)c1cc(-c2ccc(F)cc2)n(CCC(=O)Nc2cccc(C)n2)c1C,-3%,x,-2%,-10%,-1%,x,-29%,i
OC(COc1ccc(CNCCc2ccc(C(F)(F)F)cc2)cc1)CN1CCCCC1 (stereo unspecified),-5%,-9%,-20%,-1%,0%,x,x,i
O=C(C1CCN(c2nc3nonc3nc2N2CCCCC2)CC1)N1CCOCC1,1%,1%,-4%,u,1%,x,x,-6%
COc1ccc(-c2cc3ncc(-c4ccccc4)c(N)n3n2)cc1,-1%,34%[activator][11.4 µM],-2%,u,11µM*,x,11µM*,i
COc1ccc2[nH]c(=O)c(CN(CC3CCCO3)C(=S)Nc3cccc(C)c3)cc2c1 (stereo unspecified),-4%,17%,u,u,x,x,x,i
COc1ccc(OCC(O)CNC(=O)Nc2ccc(F)cc2)cc1 (stereo unspecified),-11%,4%,17%,2%,x,x,x,6%
CC(C)NC(=O)NC(=O)CSc1nncs1,1%,5%,-6%,8%,0%,-7%[46 µM],15%,1%
Cc1cc(C)n(-c2ccc(C(=O)NCc3ccc4c(c3)OCO4)cc2)n1,-6%,1%,6%,0%,-2%,-12%,-13%,i
CC(=O)Nc1cccc(Oc2ccc(-c3noc(C)n3)cc2)c1,-2%,x,-6%,4%,3%,u,10µM*,i
CN1CCN(C(=S)c2ccc(OCC(=O)Nc3cccc(C(F)(F)F)c3)cc2)CC1,-7%,5%,1%,12%,0%,u,-47%[inhibitor],-4%
Cc1ccc(Cn2c(SCC(N)=O)nc3c2c(=O)n(C)c(=O)n3C)cc1,-10%,3%,1%,u,3%,-4%,24%,0%
O=C(Cc1ccccc1[N+](=O)[O-])Nc1ccc2c(c1)OCCO2,-5%,6%,7%,-2%,-2%,-17%,u,-6%
NC(=O)C(c1ccccc1)C1CCCC1 (stereo unspecified),-4%,-1%,-3%,7%,-1%,-10%,-16%,i
O=c1c2ccccc2nc(SCc2nc3ccccc3s2)n1Cc1ccco1,-8%,-3%,-9%,-5%,13%,u,-22%,-6%
Cn1c(N)c(C(=O)COC(=O)CCCN2C(=O)c3ccccc3C2=O)c(=O)n(C)c1=O,3%,3%,-5%,9%,2%,x,23%,-13%
COc1ccc(/C=C/C(=O)Oc2ccc(/C=N/NC(=O)c3ccccc3)cc2)cc1OC,u,5%,-18%,4%,3%,-7%,u,-1%
Cc1cc(NC(=O)c2ccc3c(c2)OCCO3)ccc1NC(=O)c1ccco1,10%,10%,2%,-3%,11µM*,x,11µM*,i
CCN(CC)CCCC(C)NC1=NCCCCC1 (stereo unspecified),-9%,6%,4%,7%,0%,1%,-8%,i
Cc1ccc(C(=O)OCc2cn3ccccc3n2)cc1,-8%,-3%,7%,2%,-3%,14%,-2%,1%
CCOC(=O)C1CCCN(c2c(NCCN3CCCCC3CC)c(=O)c2=O)C1 (stereo unspecified),-11%,x,1%,16%,-5%,1%,15%,-11%
COc1ccc(C(=O)n2ncc(C#N)c2N)cc1,-15%,7%,8%,9%,0%,-7%[46 µM],10%,1%
COc1ccc(-c2csc(NC3=NCCCCC3)n2)cc1,u,-11%,6%,-16%,-1%,u,-4%[1.84 µM],-15%
CC1(C)NC(=O)N(CC(=O)OCC(=O)Nc2cc(S(=O)(=O)N3CCCCC3)ccc2Cl)C1=O,-7%,8%,-4%,u,1%,-6%,-20%,-11%
CC(C)CC(=O)Nc1ccccc1N1CCCC1,-2%,6%,0%,9%,0%,-4%,16%,-9%
CC(=O)Nc1ccc(S(=O)(=O)Nc2nnc(C3CCCCC3)s2)cc1,-2%,5%,8%,u,-3%,6%,-5%,i
O=C(c1cnccn1)N1CCC2(CCCN(c3ccccn3)C2)CC1,x,x,x,2%,2%,x,5%,-13%
CCOCCCN1C(=O)CN(C2CCCCC2)C(=O)C1c1ccc(OC)c(OC)c1 (stereo unspecified),-5%,1%,-1%,16%,x,3%,x,-2%
CCSCCNC(=O)c1cc(-n2cnnc2)ccc1Cl,-8%,-10%,-5%,u,-12%,2%,-10%,-2%
CCOc1ccc(NC(=O)C(C)Sc2nnc(C)n2C)cc1 (stereo unspecified),-5%,0%,-1%,2%,1%,-4%,5%,i
O=C(NCc1ccco1)c1cc(S(=O)(=O)N2CCCc3ccccc32)ccc1Cl,-18%,x,2%,-10%,-3%,u,-12%,i
Clc1ccc(CNc2ccc(CNc3ncn[nH]3)cc2)c(Cl)c1,u,-18%,-7%,x,x,x,x,-11%
O=C(c1ccccc1)c1ccccc1N1C(=O)C=CC1=O,12%,-7%,3%,3.2µM*,x,x,x,-16%
CCOC(=O)NC(NC(=O)OCC)C(=O)c1ccc(F)cc1,4%,0%,7%,7%,-1%,2%,-3%,-13%
CC(Cl)C(=O)Nc1cc(C(C)(C)C)nn1-c1ccccc1 (stereo unspecified),-4%,5%,-9%,3%,2%,4%[46 µM],7%,i
COc1cccc(C(=O)NC2CCN(CC(=O)Nc3nccs3)CC2)c1,-4%,4%,10%,3%,-7%,6%,-8%,-6%
Cc1cc(C)c2[nH]c(=O)c(CN(Cc3ccco3)C(=O)C3CCCO3)cc2c1 (stereo unspecified),-15%,0%,u,u,4%,5%,-7%,-4%
